FXIIa inh = blocks human coagulation factor XIIa protease activity. P00748. purified FXIIa, Boc-QGR-AMC fluorogenic substrate, 2 h. inhibition, % at 5 µM. hit rate 0.3% among 220,000. AID 800; in the data active means inhibition above about 40%;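 further: 0% = enzyme with no compound and 100% = blank without enzyme; many of its hits are not listed in these tables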
FXIa inh = blocks human coagulation factor XIa protease activity; P03951; purified FXIa, Boc-Glu-Ala-Arg-AMC fluorogenic substrate; inhibition, % at 5 µM; hit rate 0.14% among 220,000; AID 798;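 active means inhibition of at least 40%; inactive means inhibition below 40%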;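 further: fluorescence of freed AMC excited at 355 nm; 0% = enzyme without compound and 100% = no enzyme blank; many of its hits are not listed in these tables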
Target sequence (P03951 19-387 limits assumed): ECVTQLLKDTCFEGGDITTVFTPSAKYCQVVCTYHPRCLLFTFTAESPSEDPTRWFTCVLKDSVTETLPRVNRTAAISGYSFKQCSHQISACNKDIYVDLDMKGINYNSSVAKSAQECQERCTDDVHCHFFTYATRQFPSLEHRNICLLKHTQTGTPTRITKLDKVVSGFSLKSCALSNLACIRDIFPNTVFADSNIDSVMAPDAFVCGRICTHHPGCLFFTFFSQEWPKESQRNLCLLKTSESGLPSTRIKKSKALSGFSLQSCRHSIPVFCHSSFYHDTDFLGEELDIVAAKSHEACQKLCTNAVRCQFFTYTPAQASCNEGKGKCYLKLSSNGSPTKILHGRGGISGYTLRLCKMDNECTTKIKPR
Target sequence (P03951 388-625 limits assumed): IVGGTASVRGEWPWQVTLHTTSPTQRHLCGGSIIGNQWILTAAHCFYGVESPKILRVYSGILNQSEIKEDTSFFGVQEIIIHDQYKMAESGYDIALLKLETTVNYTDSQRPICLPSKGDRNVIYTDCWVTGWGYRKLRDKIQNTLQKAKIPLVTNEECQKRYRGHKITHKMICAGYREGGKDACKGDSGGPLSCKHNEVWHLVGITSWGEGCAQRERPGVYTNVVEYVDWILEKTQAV
Thrombin inh = thrombin (human) inhibition | P00734 | alpha-thrombin, Boc-VPR-AMC fluorogenic substrate cleavage | inhibition, % at 5 µM | hit rate 0.26% among 220,000;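 active means inhibition at or above 40%; inactive means inhibition below 40%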;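 further: 0% = enzyme with no compound and 100% = wells without enzyme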
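System: Human alpha-thrombin protein | Medium: pH 7.5 Tris (50 mM) with NaCl 150 mM, Tween 20 0.05% | Times: Enzyme reaction carried out at room temperature | Detection: AMC fluorescence, 355/460 nm | Evaluation: Percent inhibition scaled between no-compound controls and no-enzyme blanks | Benchmarks: Enzyme without compound as high, wells lacking enzyme as low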
14-3-3 Bad PPI = disrupts binding of bovine 14-3-3 zeta to phospho-Bad peptide; hit rate 0.71% among 220,000; inhibition, % at 21.7 µM; AID 781; P63103; TR-FRET 14-3-3zeta/Dy647-pBad peptide displacement, 1 h;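 active means inhibition above about 70%, limit read from the data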;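 further: 0% = full 14-3-3 plus peptide FRET controls and 100% = background without 14-3-3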
Target sequence (P63103 whole entry, looked up): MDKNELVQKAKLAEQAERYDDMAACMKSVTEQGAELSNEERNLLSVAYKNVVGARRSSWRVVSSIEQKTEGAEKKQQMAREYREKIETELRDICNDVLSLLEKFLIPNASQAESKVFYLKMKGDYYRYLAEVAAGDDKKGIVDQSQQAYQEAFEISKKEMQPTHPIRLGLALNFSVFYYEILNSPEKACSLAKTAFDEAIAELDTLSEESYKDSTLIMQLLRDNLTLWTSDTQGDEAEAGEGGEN
Runt-CBFb FRET = Runt domain-CBFb interaction inhibition; hit rate 0.46% among 220,000; Cerulean-Runt/Venus-CBFb FRET ratio 530/480, 1 h; AID 1496; inhibition, % at 20 µM; Q01196+Q13951;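 active means inhibition over about 50% at 20 µM in the single-dose screen, limit read from the data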;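 further: 0% = DMSO wells and 100% = excess unlabeled CBFb competitor control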
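Measured by: fluorescence energy transfer, 422 nm excitation, 530/480 nm emission; test system: Cerulean-tagged RUNX1 Runt domain (FRET donor) fusion protein; buffer or medium: Tris pH 7.5 buffer with BSA; compound: one dose, 20 µM compound, 1% DMSO; times: two 1 h room-temperature incubations shielded from light; benchmarks: unlabeled CBFb 5 µM, positive control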
hK5 inh = blocks human kallikrein 5 protease activity; Q9Y337; recombinant hK5, fluorogenic AMC substrate cleavage; inhibition, % at 5 µM; hit rate 0.59% among 210,000;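 active means inhibition of 40% or more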;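 further: 0% = enzyme controls without compound and 100% = no-enzyme blanks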
Target sequence (Q9Y337 67-293 limits assumed): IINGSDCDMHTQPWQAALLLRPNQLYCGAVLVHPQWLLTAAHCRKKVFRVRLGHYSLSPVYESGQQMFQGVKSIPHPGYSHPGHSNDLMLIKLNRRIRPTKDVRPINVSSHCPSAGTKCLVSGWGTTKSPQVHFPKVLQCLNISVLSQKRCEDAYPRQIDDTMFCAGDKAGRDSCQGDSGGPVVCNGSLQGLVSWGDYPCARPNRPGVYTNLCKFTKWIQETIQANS
Wee1 degr inh = human Wee1 degradation inhibition, primary screen; P30291; HeLa Luc-Wee1K328M stability, luciferase luminescence; 100% = proteasome inhibitor MG132 effect; reporter increase, % at 5 µM; hit rate 1.2% among 220,000;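 active means activation above the mean of all tested compounds plus 3 SD, set per screening run, cut at about 8.8% in these data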;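 further: cells exposed to compound for 20 h before luminescence read; 0% = DMSO alone and 100% = MG132 at 30 µM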
Hck-Nef inh = human Hck-Nef kinase inhibition. P08631. Recombinant Hck-YEEI plus Nef, Z-Lyte FRET kinase assay. inhibition, % at 20 µM. hit rate 0.68% among 220,000. AID 463187;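 active means Hck-Nef kinase inhibition above about 50%, limit read from the data; inactive means inhibition below that limit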;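 further: 0% = DMSO with Hck plus Nef and 100% = Hck alone without Nef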
Runt-SMMHC FRET = Runt domain-CBFb-SMMHC interaction inhibition. inhibition, % at 20 µM. hit rate 0.74% among 220,000. Cerulean-Runt/Venus-CBFb-SMMHC FRET ratio 530/480, 1 h. AID 1434;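 active means mean inhibition across duplicate retests at 20 µM reaching about 50%, limit read from the data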;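 further: 0% = DMSO wells and 100% = wells with excess untagged CBFb-SMMHC; inhibitors lower the FRET ratio by blocking Runt binding to CBFb-SMMHC; some results filed as inactive read as strong as hits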
* = called active by the depositor; / = no result given; & = joins results of further samples; [ ] = another dose, or the depositor's remark.

| FXIIa inh | FXIa inh | Thrombin inh | 14-3-3 Bad PPI | Runt-CBFb FRET | hK5 inh | Wee1 degr inh | Hck-Nef inh | Runt-SMMHC FRET | canonical_smiles |
| --- | --- | --- | --- | --- | --- | --- | --- | --- | --- |
| 11 | 0 | -2 | -4 | 0 | -9 | 2 | 6 | 8 | NC(=O)C1(N2CCCCC2)CCN(C2CC(=O)NC2=O)CC1 (stereo not given) |
| 13 | 2 | 5 | -14[fluorescence artefact?] | -7 | -13 | 1 | 0 | 40 | CCc1ccc(NC(=O)c2ccnc(C(C)(C)C)c2)cc1 |
| 0 | -5 | -7 | -1 | -1 | -12 | 2 | 3 | 1 | CCOC(=O)C1=C(C)OC(N)=C(C#N)C1c1cc(OC)c2c(c1)OCO2 (stereo not given) |
| 3 | -8 | -2 | -28 | 31 | -12 | 1 | 6 | 55* | COCCn1c(CCC(=O)O)ccc1-c1cccs1 |
| 11 | 2 | 8 | -5 | / | 5 | 1 | 25 | / | Cc1cccc(-c2ncc(CN3CCN(C4CCCC4)C(CCO)C3)cn2)c1 (stereo not given) |
| 9 | -9 | -6 | 0 | -3 | -7 | 4 | 43 | -3 | CC(C)c1ccc(Nc2nnc(SCC(=O)Nc3ncc(S(=O)(=O)c4ccc([N+](=O)[O-])cc4)s3)s2)cc1 |
| 17 | 9 | -1 | 4 | -6 | 1 | 6 | 2 | -8 | Cc1ccc(C)c(NC(=O)c2ccc3c(c2)N(Cc2ccc(F)cc2)C(=O)CS3=O)c1 (stereo not given) |
| 4 | 0 | 8 | 6 | -3 | 5 | 19* | -1 | -2 | Cc1ccc(/C=C/C(=O)NCCCc2ccccc2)cc1 |
| 7 | 6 | 5 | 6 | 15 | -9 | -2 | -49 | 10 | N=C1c2ccccc2CN1c1ccc(N2CCOCC2)c(S(=O)(=O)Nc2ccc(Cl)cc2)c1 |
| 8 | 4 | -4 | 2[fluorescence artefact?] | -1 | -15 | -1 | 1 | 2 | CCOC(=O)C(NC(=O)CC(C)C)(Nc1cc(C)on1)C(F)(F)F (stereo not given) |
| 9 | 1 | -4 | -4 | -5 | -1 | -1 | 6 | -5 | CCc1nnc(NS(=O)(=O)c2ccc(NC(=O)/C=C/c3ccc(OC)cc3OC)cc2)s1 |
| 5 | -7 | -11 | -4 | 0 | 11 | -3 | 8 | 1 | CC(C)c1nc2sc3c(c2c(=O)n1N)CC(C)(C)OC3 |
| 18 | 4 | 0 | -1 | 1 | 13 | -1 | 4 | 156 | COC(=O)c1sc(NC(=O)c2csc3c2CCCC3)nc1C |
| 11 | 1 | 1 | -4 | -2 | 2 | 4 | 14 | -1 | O=C(c1ccc(F)cc1F)N1CCCN(c2nc(-c3ccccc3)ns2)CC1 |
| 8 | 3 | 2 | -8[fluorescence artefact?] | / | -23 | -3 | 0 | -5 | O=C(O)CN1CCN(Cc2ccccc2)C1=O |
| 15 | 14 | -1 | 2[fluorescence artefact?] | -2 | 4 | -1 | 4 | -4 | COc1ccc(C(=O)N[C@H](C(=O)OCc2cc(=O)oc3cc(C)ccc23)C(C)C)cc1 |
| 3 | 1 | -10 | -15 | -2 | -22 | 4 | 5 | -6 | Cc1ccccc1N=Nc1c(C)[nH]n(C(N)=S)c1=O |
| 10 | 0 | -1 | -3&7 | -1&2 | 1 | -4&-2 | 26&18 | -1&-6 | CCOC(=O)c1c(O)cc(C)[nH]c1=O |
| 15 | 9 | 3 | -2[fluorescence artefact?] | -2 | -6 | 0 | 3 | 6 | CCC(=O)Nc1nc(-c2ccccc2)ns1 |
| 2 | -4 | -17 | -6 | -1 | -1 | 1 | 16 | -2 | COc1cc(OC)cc(N2CC(C)(C)C2=O)c1 |
| 14 | 0 | 4 | 4 | -3 | -4 | -2 | 5 | 3 | O=C1CN(C(=O)COC(=O)C2CCN(S(=O)(=O)c3ccccc3C(F)(F)F)CC2)c2ccccc2N1 |
| 4 | -4 | -5 | -9 | -6 | -13 | -2 | 7 | 2 | Cc1cccc(-n2c(Cc3ccccc3)nnc2SCc2ccc([N+](=O)[O-])cc2)c1 |
| -8 | -7 | -3 | 0 | 1 | -2 | -1 | 3 | 2 | O=C(NN1C(=O)c2ccccc2NC1c1ccccn1)c1ccc(Br)cc1 (stereo not given) |
| 11 | -1 | -3 | 85*[fluorescence artefact?] | / | 6 | 1 | 0 | 10 | c1cc2ccc3ccc(CN4CCOCC4)c4ccc(c1)c2c34 |
| 22 | 20 | 2 | 7 | 0 | -5 | -2 | 1 | -1 | O=c1oc2ccccc2c(NCCc2ccccc2)c1[N+](=O)[O-] |
| -2 | -4 | -3 | -3[fluorescence artefact?] | 1 | -4 | -2 | -2 | 0 | CCCCNC(=O)Nc1cnn(CC)c1C(N)=O |
| 12 | 0 | 2 | 10 | 28 | 3 | 2 | 19 | 76* | Cc1cccc2cc(C#N)c(NCCNS(=O)(=O)c3ccc4c(c3)OCCO4)nc12 |
| 4 | 5 | -6 | 2 | -6 | 1 | -4 | 0 | -21 | Cc1ccc(N=Cc2c(O)n(-c3nccs3)c(=O)c3ccccc23)cc1 |
| 13 | 10 | -4 | 8 | -7 | 2 | 1 | 3 | -5 | CCc1ccc(NC(=O)c2ccc(Cn3cc([N+](=O)[O-])cn3)cc2)cc1 |
| 10 | 2 | -1 | -7 | -3 | -10 | -1 | 2 | -2 | COc1ccc(-c2nnnn2-c2ccccc2OC)cc1 |

The closing three records of the part above are carried over, then new ones follow:
| FXIIa inh | FXIa inh | Thrombin inh | 14-3-3 Bad PPI | Runt-CBFb FRET | hK5 inh | Wee1 degr inh | Hck-Nef inh | Runt-SMMHC FRET | canonical_smiles |
| --- | --- | --- | --- | --- | --- | --- | --- | --- | --- |
| 4 | 5 | -6 | 2 | -6 | 1 | -4 | 0 | -21 | Cc1ccc(N=Cc2c(O)n(-c3nccs3)c(=O)c3ccccc23)cc1 |
| 13 | 10 | -4 | 8 | -7 | 2 | 1 | 3 | -5 | CCc1ccc(NC(=O)c2ccc(Cn3cc([N+](=O)[O-])cn3)cc2)cc1 |
| 10 | 2 | -1 | -7 | -3 | -10 | -1 | 2 | -2 | COc1ccc(-c2nnnn2-c2ccccc2OC)cc1 |
| 3 | -3 | -16 | 4 | / | -2 | -2 | 16 | / | Cc1cc(OCc2nc(-c3ccncc3)no2)cc(C)c1Cl |
| 12 | 0 | 3 | 1 | 10 | 13 | -1 | 7 | 14 | C=CCNc1nc(N)c(C(=C(C#N)C#N)c2ccccc2)s1 |
| 17 | 4 | -8 | -2 | 0 | -5 | 2 | -7 | 4 | CN(C)c1nc(Oc2ccc(/C=N/O)cc2)nc(N(C)C)n1 |
| 8 | 1 | -6 | 3 | 1 | -4 | / | 2 | 2 | CC1=C(C(=O)OC2CCCCC2)C(c2ccco2)n2ncnc2N1 (stereo not given) |
| 0 | -6 | -2 | -1[fluorescence artefact?] | -3 | -2 | 0 | -1 | -8 | CCOC(=O)CSc1ccc(-c2nc3cc(C)c(C)cc3[nH]2)cn1 |
| 12 | 2 | 6 | -2 | 1 | -3 | 1 | 11 | 2 | Cc1ccc(C)c(N(C(=O)Cn2nnc(-c3cccs3)n2)C(C(=O)NC2CC2)c2ccc(C)o2)c1 (stereo not given) |
| -3 | -4 | -6 | -10 | 2 | -10 | 1 | 5 | 1 | Cn1ncc(Br)c1C(=O)NC(=S)N1CCN(c2ccccn2)CC1 |
| 16 | -4 | -3 | -16 | 12 | 1 | -3 | -1 | 9 | Cn1c(-c2ccc(C(C)(C)C)cc2)n[nH]c1=S |
| 7 | -4 | -13 | -17 | -4 | -16 | -1 | 1 | -3 | CC(C)c1ccc(N2CCN(C(=O)c3ccccc3NC(=O)/C=C(\C(=O)O)c3ccccc3)CC2)cc1 |
| 10 | 0 | -4 | 2 | -1 | -9 | 0 | 4 | -1 | COC(=O)N/N=C\c1cc(Br)ccc1OCc1ccccc1 |
| 0 | 3 | 0 | -2 | 0 | -7 | 2 | -1 | -5 | Cn1c(=O)oc2cc(S(=O)(=O)Nc3cccc(C(=O)O)c3)ccc21 |
| 13 | 11 | 4 | 1 | -2 | 2 | -2 | 8 | -4 | Cc1cccc(OCC(=O)N/N=C/c2sc(=O)n(Cc3cccc(C(=O)O)c3)c2Cl)c1 |
| 11 | -1 | 2 | -5 | -1 | -5 | 10* | 12 | -1 | O=S(=O)(c1ccccc1)N1CCCC1c1cccs1 (stereo not given) |
| 10 | 6 | 2 | 1[fluorescence artefact?] | 0 | -11 | -2 | -5 | 2 | COC(=O)C1CCCN1C(C(=O)NC1CCCCC1)c1ccc(Cl)cc1 (stereo not given) |
| 9 | 3 | -2 | -6[fluorescence artefact?] | 0 | -11 | 0 | 8 | 0 | Cc1ccc(C)c2c(SC(C)C(=O)NCc3ccco3)nc(-c3ccccc3)nc12 (stereo not given) |
| 11 | 5 | 3 | 10 | 1 | -16 | -2 | 0 | 2 | O=C(N/N=C/c1ccco1)c1cnccn1 |
| 0 | -7 | -5 | -3 | 0 | -5 | -2 | 2 | 2 | CN(C)CCNC(=O)c1sc2cccc(F)c2c1Cl |
| 18 | -1 | -12 | -1 | 0 | -6 | -2 | 4 | -1 | COc1ccc(/C=N/c2nc3ccccc3n2C)cc1OC |
| -3 | -15 | -7 | -3 | 0 | -27 | -1 | 1 | 2 | N/C(=N\c1nc2c(c(=O)[nH]1)CCCC2)Nc1ccccc1Sc1ccccc1 |
| 5 | 5 | -4 | 21[fluorescence artefact?] | 0 | -6 | -2 | 1 | -6 | N#Cc1nc(-c2ccccc2Cl)oc1N1CCOCC1 |
| 31 | 19 | 3 | -1 | 7 | -2 | 2 | -1 | 1 | Cc1ccc(NC(=S)Nc2nc(CC(=O)Nc3ccccc3)cs2)cc1 |
| 14 | 8 | -5 | 0 | -2 | -3 | -3 | 1 | -2 | COc1ccc(/C=C(\NC(=O)c2cccs2)C(=O)Nc2ccccc2C)cc1OC |
| 14 | 1 | -2 | -9 | 17 | / | -2 | -7 | 8 | CC1CC2=C(NC(=S)NC2c2ccccc2F)/C(=C/c2ccccc2F)C1 (stereo not given) |
| 14 | 1 | 4 | 14[fluorescence artefact?] | -15 | 3 | 1 | 0 | 7 | C[N+]1(CC(=O)OCCCc2ccccc2)CCOCC1 |
| 5 | -1 | -1 | 6 | -1 | -1 | 4 | -1 | -1 | Cc1cc(=O)oc2cc(OCC(=O)N3CCCC(C)C3)ccc12 (stereo not given) |
| -5 | -3 | 3 | -4 | 2 | -21 | 1 | -9 | 3 | Cc1ccc(C)c(NC(=O)CCC(=O)N/N=C2/CC(=O)CC(C)(C)C2)c1 |
| 2 | 2 | -12 | -7 | 0 | -19 | 8 | 5 | 7 | N/C(=N\c1nc2c(c(=O)[nH]1)CCC2)Nc1ccccc1 |
| -14 | -12 | -10 | -12 | 0 | -28 | 1 | 3 | -4 | NS(=O)(=O)c1cccnc1Nc1ccc(Cl)c(Cl)c1 |
| 13 | 15 | -2 | 14 | -1 | -25 | 1 | 0 | 2 | O=C(CSc1nccn1-c1cccc(Cl)c1)NC1CCCC1 |
| 8 | 7 | -8 | -6 | -1 | / | -2 | -16 | -2 | COc1ccccc1CN1CCNC(=O)C1CC(=O)N(C)Cc1ccon1 (stereo not given) |

Screening data (PubChem)
